# KB-3-1 tox – kills parental KB-3-1 adenocarcinoma cells; KB-3-1 viability, CellTiter-Glo ATP luminescence, 72 h; Potency, µM (top dose mostly 46.1 µM), inactives show top-dose activity change, negative = cytotoxic, usual class: cytotoxic; 1.4% of 400,000 active; note: nearly all actives have a fitted effect of over 60% in size
#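 Parental KB-3-1 adenocarcinoma cells in phenol-red-free DMEM with 10% FBS were pin-treated with compounds at several concentrations, incubated 72 h at 37 °C, and viability read by CellTiter-Glo luminescence; concentration-effect curves were fitted after normalization.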
# KB-V1 MDR tox – kills drug-selected multidrug resistant KB-V1 cells | 3.4% of 400,000 active | Potency, µM (titrated, usually from 46.1 µM), inactives show top-dose activity change, negative = cytotoxicity, hits mostly cytotoxic | KB-V1 MDR cells viability, CellTiter-Glo, 72 h | AID 1347076; note: nearly all actives have a fitted effect of over 60% in size
#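 Cytotoxicity via CellTiter-Glo luminescence after 72 h compound exposure at 37 degrees C. Cells: drug-selected KB-V1 line, DMEM phenol-red free plus 10% FBS. Compounds tested at multiple concentrations; normalized data fitted to concentration-effect curves.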
# * marks the source's active call; other numbers are inactive results; i = inactive; ? = inconclusive; & = joins results of further samples. Calls come from the whole dose curve; as a rule, active = well fitted cell-killing curve with a large enough effect; inconclusive = small, poorly fitted or top-dose-only effect, or effect the other way; inactive = flat fitted curve, though single readings scatter. % is set by controls: 0 for no effect and ±100 for the full control effect; potency is the fitted concentration of half-maximal effect. A portion of the library; count on the stated rates, not on these rows.
SMILES,KB-3-1 tox,KB-V1 MDR tox
COc1ccc(-c2cn3nc(N4CCCC(C(=O)Nc5ccc(C)c(C)c5)C4)sc3n2)cc1 (stereo unspecified),-5%,2%
O=[N+]([O-])c1ccc(S(=O)(=O)N2CCN(c3nc(-c4cccs4)nc4ccccc34)CC2)cc1,0%,-10%
CC(C)CN(CC(C)C)c1nnc(NC(=O)Nc2cccc(C(F)(F)F)c2)s1,?,?
O=C(/C=C/c1c(F)c(F)c(F)c(F)c1F)Nc1cccc([S+](=O)([O-])Nc2ccccc2F)c1,-16%,-9%
CNc1cc2c(cc1S(=O)(=O)Nc1ccc(C)c(C)c1)CCC(=O)N2,-23%,0%
CC(=O)Nc1ccc(S(=O)(=O)N2CCC(c3ccncc3)CC2)cc1,?,-16%
Cc1ccc(-n2ncc(C(=O)NCc3ccccc3)c2C2CCN(C(=O)OC(C)(C)C)CC2)cc1,-19%,1%
CC1=C(c2ccc(C)c(C)c2)S(=O)(=O)N=C1N1CCC(C(=O)NCc2ccc(Cl)cc2)CC1,-17%,-2%
Clc1ccc(-c2csc3ncnc(Sc4nnnn4C4CC4)c23)cc1,?,?
Cc1ccc(C(=O)C[n+]2cccc3cccc(O)c32)cc1,3%,5%
OC(Cc1ccc2ccccc2n1)c1ccccc1 (stereo unspecified),?,0%
CCOC(=O)N1CCC(NC(=O)c2cnn(-c3ccc(F)cc3F)c2C2CCN(C(=O)OC(C)(C)C)CC2)CC1,0%,20%
Cc1ccccc1CNC(=O)c1ccc2[nH]c(C)c(C)c2c1,2%,4%
COc1ccc(OC)c(CNC(=O)c2ccc3c(c2)c(C)c(C)n3Cc2ccc(Cl)cc2)c1,?,?
O=C(c1cnc(N2CCOCC2)c2ccccc12)N1CCN(c2ccccc2F)CC1,-10%,-22%
C(=C\c1ccnc2ccccc12)/c1ccc(N(Cc2ccccc2)Cc2ccccc2)cc1,-15%,-4%
O=C1Cc2cc(S(=O)(=O)N3CCN(c4ccc(Br)cc4)CC3)ccc2N1,i,i
COc1ccc2c(c1)sc1ncc(C(=O)NCc3cccc(C)c3)c(=O)n12,10%,?
CCOC(=O)C1CCCN(C(=O)c2ccccc2NC(=O)c2nsc3ccccc23)C1 (stereo unspecified),-5%,-22%
N#Cc1nc(N(c2ccccc2)c2ccccc2)nc(-n2cccc2)n1,0%,-8%

# Brought forward from above: two compounds, then new ones.
SMILES,KB-3-1 tox,KB-V1 MDR tox
CCOC(=O)C1CCCN(C(=O)c2ccccc2NC(=O)c2nsc3ccccc23)C1 (stereo unspecified),-5%,-22%
N#Cc1nc(N(c2ccccc2)c2ccccc2)nc(-n2cccc2)n1,0%,-8%
CN(C)c1cccc(-c2nc(N3CCC(C(N)=O)CC3)ncc2F)c1,7%,0%
CCC(=O)Nc1ccc(CC)cc1-c1nc2ccccc2n(CC(=O)c2ccc(OC)cc2)c1=O,-1%,14%
CCN1CCN(C(c2ccccc2)c2c(O)cc(C)n(Cc3ccco3)c2=O)CC1 (stereo unspecified),5%,10%
CNc1ccc(C=C2c3ccccc3-c3ccccc32)cc1,?,?
CC(C)(C)CC(C)(C)N=C1Nc2cc(Cl)c(Cl)cc2N[C@]12C[C@H]1CCCC(=O)N3CC[C@@H](C2)[C@@H]13,-12%,-16%
COc1ccc(C2c3c(n(C)c4ccccc34)C(=O)N2CC(=O)Nc2cccc(Cl)c2)cc1 (stereo unspecified),-2%,6%
CCOC(=O)c1cc(-c2ccc(F)cc2)n(CCC(=O)NC2CCC(C)CC2)c1C (stereo unspecified),?,-7%
Cc1ccc(C2CCN(C(=O)c3cnn(-c4ccc(C)cc4)c3C3CCN(C(=O)OC(C)(C)C)CC3)C2)cc1 (stereo unspecified),3%,-5%
Cc1cc(=O)[nH]c2ccc([N+](=O)[O-])cc12,14%,8%
COc1ccc(OC)c(CCNC(=O)c2ccc3c(c2)c(C)c(C)n3Cc2ccccc2)c1,?,0%

# Five of the compounds above, tab-delimited.
mol	KB-3-1 tox	KB-V1 MDR tox
CN(C)c1cccc(-c2nc(N3CCC(C(N)=O)CC3)ncc2F)c1	7%	0%
COc1ccc(OC)c(CCNC(=O)c2ccc3c(c2)c(C)c(C)n3Cc2ccccc2)c1	?	0%
N#Cc1nc(N(c2ccccc2)c2ccccc2)nc(-n2cccc2)n1	0%	-8%
Cc1ccc(C(=O)C[n+]2cccc3cccc(O)c32)cc1	3%	5%
O=C(c1cnc(N2CCOCC2)c2ccccc12)N1CCN(c2ccccc2F)CC1	-10%	-22%

# Next results.
SMILES,KB-3-1 tox,KB-V1 MDR tox
O=C(Cn1cc(S(=O)(=O)Cc2ccccc2F)c2ccccc21)NCc1ccccc1,-3%,0%
Cc1cc(O)c(C(c2ccccc2)N2CCCCC2)c(=O)n1Cc1ccco1 (stereo unspecified),3%,-3%
Cc1c(C(=O)NCc2ccc(Cl)cc2)sc2nc3n(c(=O)c12)CCC3,5%,-22%
Cc1ccccc1OCC(=O)NCC(=O)OCc1ccc2ccccc2c1,10%,17%
CN(C)c1ccc(C(CNC(=O)c2ccc(C(C)(C)C)cc2)N2CCOCC2)cc1 (stereo unspecified),7%,17%
COc1ccc(CCN2CCC(CNC(=O)c3cnn(-c4ccccc4)c3C3CCN(C(=O)OC(C)(C)C)CC3)CC2)cc1,16µM*,?
Cc1cccc(N2CCN(C(=O)c3cccc(-n4c(C)nc5cccnc54)c3)CC2C)c1 (stereo unspecified),-10%,-22%
CC1CCCCN1CCNC(=O)c1ccc(Cn2c(SCc3ccccc3)nc3cccnc32)cc1 (stereo unspecified),-24%,-1%
CCc1ccc(CNC(=O)c2cnc(N3CCCCC3)c3ccccc23)cc1,-29%,?
CC(=O)c1ccc[n+](C(C)CCC(C)[n+]2cccc(C(C)=O)c2)c1 (stereo unspecified),?,?
CCOc1ccc(CNC(=O)Cc2ccc(NC(=O)N3CCSc4ncccc43)cc2)cc1,-6%,7%
CCc1ccc(Nc2nc3ccccc3c3nnc(C)n23)cc1,-2%,3%
CCOC(=O)C1CCN(S(=O)(=O)c2cc(-c3cc(C)no3)ccc2OC)CC1,17%,1%
COc1ccc(S(=O)(=O)NCCc2nnc3ccc(SCC(=O)Nc4ccccc4C)nn23)cc1,7%,26%
CCNC(=O)c1cnc2c(-c3ccccc3)c(C)nn2c1C,-2%,4%
CCc1ccc(S(=O)(=O)c2nnn3c2nc(NCc2cccs2)c2sccc23)cc1,-17%,7%
CC(=O)Oc1ccc(-c2nc(-c3ccccc3)no2)cc1,?,-1%
Cn1c(=O)c2c(-c3ccccc3Cl)n(-c3cc(Cl)ccc3O)cc2n(C)c1=O,-8%,13%
COc1ccc(C[C@@H]2C(=O)N[C@H](C)C(=O)N(C)[C@@H]3Cc4ccc(cc4)Oc4cc(ccc4O)C[C@H](C(=O)N[C@@H](C)C(=O)N[C@H](C)C(=O)N2C)N(C)C3=O)cc1,-12%,2%
C=CC[n+]1cccc2cc(Br)ccc21,-22%,7%

# Quoted from the results shown (7 entries):
SMILES,KB-3-1 tox,KB-V1 MDR tox
CCOc1ccc(CNC(=O)Cc2ccc(NC(=O)N3CCSc4ncccc43)cc2)cc1,-6%,7%
CCc1ccc(Nc2nc3ccccc3c3nnc(C)n23)cc1,-2%,3%
CCOC(=O)C1CCN(S(=O)(=O)c2cc(-c3cc(C)no3)ccc2OC)CC1,17%,1%
COc1ccc(S(=O)(=O)NCCc2nnc3ccc(SCC(=O)Nc4ccccc4C)nn23)cc1,7%,26%
CCNC(=O)c1cnc2c(-c3ccccc3)c(C)nn2c1C,-2%,4%
CCc1ccc(S(=O)(=O)c2nnn3c2nc(NCc2cccs2)c2sccc23)cc1,-17%,7%
CC(=O)Oc1ccc(-c2nc(-c3ccccc3)no2)cc1,?,-1%

# (list continues)
SMILES,KB-3-1 tox,KB-V1 MDR tox
CCc1ccc(N2C(=O)CN(S(=O)(=O)CC)CC2(C)C(=O)NC2CCCCC2)cc1 (stereo unspecified),8%,15%
COc1ccc(OC)c(/C=C2\C=Cc3ccccc32)c1,?,?
Cc1ccnc(NC(=S)N2CCN(c3cccc([N+](=O)[O-])c3)CC2)c1,0%,-17%
Cc1c(Br)cnc2ccccc12,12%,8%
CN(C)c1ccc(C(CNC(=O)c2cccc(C(F)(F)F)c2)N2CCCC2)cc1 (stereo unspecified),8%,15%
CCCNC(=O)C1CCN(c2nc3ccc(C)cc3[nH]2)CC1,12%,?
Cc1ccc2c(c1)N(C(=O)N1CCC(C(=O)NC3CCCCCC3)CC1)CC(C)O2 (stereo unspecified),0%,-3%
CCOC(=O)c1ccc(OC(=O)c2cn(-c3ccc(C)cc3)c(=O)c3ccccc23)cc1,2%,11%
COc1ccc(C2c3c(n(C)c4ccccc34)C(=O)N2CC(=O)Nc2ccccc2F)cc1 (stereo unspecified),-3%,-26%
OB(O)c1cc2ccccc2s1,?,-7%
CC(C)Oc1ccc(CNC(=O)c2cc3cccc4c3n2CC(C)S4)cc1 (stereo unspecified),-7%,-2%
COc1ccc(OC)c(NC(=O)CSc2n[nH]c(-c3ccccc3Cl)n2)c1,-7%,?
COc1ccc(Cn2c(SCc3ccc(C(=O)NCc4cccs4)cc3)nc3cccnc32)cc1,-10%,?
O=C(NCCc1ccc(F)cc1)C(=O)NCC(c1ccco1)S(=O)(=O)c1ccccc1 (stereo unspecified),-5%,6%
CCN(C(=O)c1cc2c(Cl)nc3ccc(C)cc3c2s1)c1cc(OC)ccc1OC,-11%,-14%
CCn1nc(-c2ccc(C)cc2)nc2c(=O)n(C)c(=O)nc1-2,-25%,-7%
CCCCCCC1(C)NC(c2ccc3c(c2)OCO3)=CC(c2ccccc2O)N1 (stereo unspecified),?,21%
O=C(Nc1cccc(Cl)c1)N1CCSc2ccccc21,19%,8%
CCN1CCN(CCCNC(=O)c2cnn(-c3ccccc3Cl)c2C2CCN(C(=O)OC(C)(C)C)CC2)CC1,9%,5%
Cc1c2cnn(CC(=O)NCc3ccc(Cl)cc3)c(=O)c2c(C)n1Cc1ccc(F)cc1,-6%,-3%
CCN(CC)CCCOc1cc2nc(N3CCCN(C)CC3)nc(NC3CCN(C)CC3)c2cc1OC,?,-3%
CN(C)c1ccc(/C=C2\C=Cc3cc(N)ccc32)cc1,-6%,-13%
CN(C)C(=O)COc1ccccc1C(=O)OCC(=O)N(CCC#N)c1ccccc1,10%,?
COc1ccccc1CNC(=O)CCC1N=C2c3ccccc3N=C(SCC(N)=O)N2C1=O (stereo unspecified),0%,-7%
COc1ccc(CNc2nc(Cl)nc3nc[nH]c23)cc1,?,13%&6%
O=C(NCc1ccccc1)c1cccc(NC(=O)N2CCSc3ncccc32)c1,3%,10%
O=C1c2cccnc2C(=O)N1c1nc(-c2ccccc2)cs1,0%,0%
CCOc1ccc(NC(=O)c2cnn(-c3ccc(C)c(C)c3)c2C2CCN(C(=O)OC(C)(C)C)CC2)cc1,0%,-24%
S=C(NCCCc1cnc[nH]1)NCCCN(CCc1ccc(Cl)cc1)c1ccc(Br)cn1,0%,-4%
COC(=O)/C=C/c1ccccc1S(=O)(=O)NC(C)C,9%,-6%
O=S(=O)(c1cccc(C(F)(F)F)c1)N1CCN(c2nc(-c3ccccc3)nc3ccccc23)CC1,5%,0%
Cc1ccc(CN2CCC(CNC(=O)c3cc4ccc5cccnc5c4[nH]3)CC2)cc1,?,-6%
CSc1ccc(/C=C2\C=Cc3ccc([N+](=O)[O-])cc32)cc1,16%,?
C[n+]1ccc(C(c2c[nH]c3ccccc23)c2cc[n+](C)c3ccccc23)c2ccccc21,1.5µM*,-9%
CN(C)c1ccc(C=NC2CCc3ccccc32)cc1 (stereo unspecified),-2%,-4%
C[N+]1(CC(=O)c2ccc(-c3ccccc3)cc2)CCOCC1,3%,4%
CCOc1ccc(NC(=O)c2nc(S(=O)(=O)Cc3ccccc3)ncc2Cl)cc1,?,-7%
S=C(NCCCN(Cc1ccc(Cl)cc1)c1ccc(Br)cn1)NCc1ccc2nc[nH]c2c1,-18%,0%
CCc1ccccc1NC(=O)Cn1ncc2c(C)n(Cc3ccccc3F)c(C)c2c1=O,3%,-1%
CCOc1ccc(OCC)c(NC(=O)Cn2nc(CC)n3c(cc4sccc43)c2=O)c1,1%,-2%
COC(=O)C[C@H]1c2cc(C(F)(F)F)ccc2S(=O)(=O)N1C(C)C,19%,3%
COc1ccc(CNC(=O)c2ccc3[nH]c(C)c(C)c3c2)c(OC)c1,4%,7%
CC(C)c1cc(-c2nc(-c3ccc(Cl)cc3)no2)n[nH]1,-10%,-1%
COc1ccc(OC)c(CNC(=O)Cc2ccc(NC(=O)N3CCSc4ncccc43)cc2)c1,-12%,22%
Cc1cc(C)c(NC(=O)CSc2ccc(-c3sc(-c4ccccc4)nc3C)nn2)c(C)c1,1%,7%
CCOc1ccccc1NC(=O)c1sc2nc3n(c(=O)c2c1C)CCCCC3,-5%,5%
